Screening data (PubChem BioAssay)
GCN5L2 inh: qHTS Assay for Inhibitors of GCN5L2; Histone acetyltransferase KAT2A (Homo sapiens), Q92830; GCN5L2 HAT assay, ThioGlo1 CoA-SH fluorescence; Potency, µM (titrated, usually from 58.9 µM), without a hit: at the top dose activity change, negative = inhibition, actives largely listed as inhibitors; hit rate 0.21% among 390,000
Target sequence (Q92830 whole entry, looked up): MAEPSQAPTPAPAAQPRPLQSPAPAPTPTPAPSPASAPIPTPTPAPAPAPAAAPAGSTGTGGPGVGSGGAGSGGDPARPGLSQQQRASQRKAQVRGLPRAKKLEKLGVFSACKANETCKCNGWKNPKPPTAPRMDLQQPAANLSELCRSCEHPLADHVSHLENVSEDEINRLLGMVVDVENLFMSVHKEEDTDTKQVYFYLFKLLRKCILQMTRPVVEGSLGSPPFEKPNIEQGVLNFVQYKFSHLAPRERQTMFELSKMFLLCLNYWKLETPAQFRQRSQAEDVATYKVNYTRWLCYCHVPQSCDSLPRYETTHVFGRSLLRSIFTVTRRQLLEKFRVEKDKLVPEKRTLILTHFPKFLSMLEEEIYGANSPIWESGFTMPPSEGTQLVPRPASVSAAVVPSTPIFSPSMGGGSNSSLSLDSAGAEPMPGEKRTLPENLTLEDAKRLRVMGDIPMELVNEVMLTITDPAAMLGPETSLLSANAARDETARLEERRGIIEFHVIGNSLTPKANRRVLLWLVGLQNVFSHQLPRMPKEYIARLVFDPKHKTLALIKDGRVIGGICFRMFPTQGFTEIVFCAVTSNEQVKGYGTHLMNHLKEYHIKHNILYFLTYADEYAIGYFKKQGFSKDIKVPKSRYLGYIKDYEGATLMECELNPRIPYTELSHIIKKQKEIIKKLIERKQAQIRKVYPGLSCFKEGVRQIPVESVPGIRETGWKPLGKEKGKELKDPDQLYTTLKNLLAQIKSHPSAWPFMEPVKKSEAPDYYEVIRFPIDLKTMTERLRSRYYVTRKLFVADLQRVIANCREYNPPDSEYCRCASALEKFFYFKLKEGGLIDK
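Fluorescence readout, Ex340nm/Em540nm: ThioGlo1 (50uM final) reacts with free CoA thiol released as 20nM GCN5L2 acetylates H3(1-25) peptide (75uM) using acetyl-CoA (70uM). Compound and enzyme sat 15 min beforehand; 20 min room-temperature reaction.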
TDP1 cell CPT: qHTS for Inhibitors of human tyrosyl-DNA phosphodiesterase 1 (TDP1): qHTS in cells in presence of CPT | chicken DT40 Tdp1-/-;hTDP1 cells + 20 nM CPT, ATP luminescence, 48 h | Potency, µM (series often up to 46.2 µM), without a hit: at the highest dose activity change, negative = growth inhibition, most hits filed as inhibitors | hit rate 12% among 420,000 | AID 686979, 2013; also: nearly all actives have a fitted effect of over 55% in size
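Cell growth measured by CellTiter-Glo luminescence after a minimum 48 h, 37 C compound exposure with 20 nM CPT in Tdp1-knockout DT40 cells stably expressing hTDP1, seeded 400/well; qHTS titration format.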
DT40 TDP1 no CPT: qHTS for Inhibitors of human tyrosyl-DNA phosphodiesterase 1 (TDP1): qHTS in cells in absence of CPT | AID 686978, 2013 | hit rate 15% among 420,000 | DT40 Tdp1-/- hTDP1 cells, no CPT, ATP luminescence, 48 h | Potency, µM (series often up to 46.2 µM), without a hit: at the highest dose activity change, negative = growth inhibition, hits mostly inhibitors; also: nearly all actives have a fitted effect of over 55% in size
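Growth of hTDP1-complemented DT40 Tdp1-knockout cells is measured by ATP luminescence after at least 48 hr compound exposure at 37 °C, with DMSO substituting for the 20 nM CPT used in the parallel screen.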
The depositor's hits bear a star; [ ] = remark or other dose. Calls follow the shape of the dose curve; as a rule, active = well fitted curve in the direction sought with a large enough effect; inconclusive = small, poorly fitted or top-dose-only effect, or another doubt; inactive = no such curve, though single readings can be large; an effect the other way counts as inactive or inconclusive. % is scaled to controls: 0 for no effect and ±100 for the full control effect; potency is read from the fitted curve at half-maximal effect.

Start of the data: the first 4 compounds, to show the layout:
How did COCCNc1ncnc2c1c(-c1ccccc1)cn2-c1ccc(C)c(Cl)c1 do in these assays?
GCN5L2 inh: -3.8%; TDP1 cell CPT: inconclusive; DT40 TDP1 no CPT: inconclusive

How did Cc1cccc(N=C2N=C(N)c3ccccc32)c1 do in these assays?
GCN5L2 inh: -10.7%; TDP1 cell CPT: -23.0%; DT40 TDP1 no CPT: -19.5%

Results for C=CCNc1nc(-c2sc(NC(=O)CC)nc2C)cs1 ?
GCN5L2 inh: -2.3%; TDP1 cell CPT: inconclusive; DT40 TDP1 no CPT: inconclusive

Results for Cc1cc2oc(C(=O)N(Cc3ccccc3)C3CCS(=O)(=O)C3)cc(=O)c2cc1C (centres undefined) ?
GCN5L2 inh: -5.3%; TDP1 cell CPT: inconclusive; DT40 TDP1 no CPT: inconclusive

Results, previewed entries included:
How did COCCNc1ncnc2c1c(-c1ccccc1)cn2-c1ccc(C)c(Cl)c1 do in these assays?
GCN5L2 inh: -3.8%; TDP1 cell CPT: inconclusive; DT40 TDP1 no CPT: inconclusive

How did Cc1cccc(N=C2N=C(N)c3ccccc32)c1 do in these assays?
GCN5L2 inh: -10.7%; TDP1 cell CPT: -23.0%; DT40 TDP1 no CPT: -19.5%

Results for C=CCNc1nc(-c2sc(NC(=O)CC)nc2C)cs1 ?
GCN5L2 inh: -2.3%; TDP1 cell CPT: inconclusive; DT40 TDP1 no CPT: inconclusive

Results for Cc1cc2oc(C(=O)N(Cc3ccccc3)C3CCS(=O)(=O)C3)cc(=O)c2cc1C (centres undefined) ?
GCN5L2 inh: -5.3%; TDP1 cell CPT: inconclusive; DT40 TDP1 no CPT: inconclusive

What do the screens show for `CCOc1ccc2nc(Nc3nc4ccc(NC(C)=O)cc4s3)sc2c1`?
GCN5L2 inh: -0.3%; TDP1 cell CPT: 18.4µM*; DT40 TDP1 no CPT: 10.3µM*

How did CC(=O)Nc1ccc(C(=O)COC(=O)C2CC3CCCC(C2)C3=O)cc1 (centres undefined) do in these assays?
GCN5L2 inh: -15.5%; TDP1 cell CPT: -1.4%; DT40 TDP1 no CPT: -2.4%

What do the screens show for `Cc1cc(C)cc(OCC(=O)OCC(=O)Nc2cc(C)nn2-c2ccccc2)c1`?
GCN5L2 inh: -2.8%; TDP1 cell CPT: -1.7%; DT40 TDP1 no CPT: 2.1%

How did Cc1nc(S(=O)(=O)N(C)c2ccccc2)c(C#N)c(C)c1Cl do in these assays?
GCN5L2 inh: -0.9%; TDP1 cell CPT: 23.1µM*; DT40 TDP1 no CPT: 23.1µM*

How did CCCCCCOc1ccc(/C(C)=N/NC2=NCCN2)cc1 do in these assays?
GCN5L2 inh: -1.8%; TDP1 cell CPT: inconclusive; DT40 TDP1 no CPT: inconclusive

How did COc1ccc(CCNC(=O)CC2(CC3=NS(=O)(=O)c4ccccc4N3)CCCC2)cc1OC do in these assays?
GCN5L2 inh: -7.6%; TDP1 cell CPT: -15.5%; DT40 TDP1 no CPT: inconclusive

How did Cc1ccccc1-c1cccc(CN2CCc3nnc(C(NS(C)(=O)=O)C(C)C)n3CC2)c1 (centres undefined) do in these assays?
TDP1 cell CPT: -9.0%[9.04 µM]; DT40 TDP1 no CPT: inconclusive

How did COc1cc2c(cc1OC)C(c1cccnc1)CC(=O)N2 (centres undefined) do in these assays?
GCN5L2 inh: -1.6%; TDP1 cell CPT: 2.4%; DT40 TDP1 no CPT: 11.1%

Results for CCC(=O)c1cn(CC(=O)Nc2ccccc2Cl)c2ccccc12 ?
GCN5L2 inh: -33.8%; TDP1 cell CPT: -3.6%; DT40 TDP1 no CPT: -9.5%

Results for NC(CSC(c1ccccc1)(c1ccccc1)c1ccc2c(c1)OCO2)C(=O)O (centres undefined) ?
TDP1 cell CPT: inconclusive; DT40 TDP1 no CPT: 7.31µM*

How did Cc1ccc(S(=O)(=O)N(C)C[C@H]2OCCCC[C@H](C)Oc3ccc(NC(=O)Nc4cccc5ccccc45)cc3C(=O)N([C@@H](C)CO)C[C@H]2C)cc1 do in these assays?
TDP1 cell CPT: -5.7%; DT40 TDP1 no CPT: inconclusive

What do the screens show for `CCOc1ccc(N2C(=O)Nc3ccc(Br)cc3C2(O)C(=O)NCCCN(C)C)cc1` (centres undefined)?
GCN5L2 inh: 18.5%; TDP1 cell CPT: 18.0%; DT40 TDP1 no CPT: inconclusive

Results for Cc1ccccc1NC(=O)CNc1ccc(Cl)c(C(F)(F)F)c1 ?
GCN5L2 inh: -1.2%; TDP1 cell CPT: -18.3%; DT40 TDP1 no CPT: inconclusive

Results for CC(C)(C)c1ccc(OCCC(=O)NC2=NCCS2)cc1 ?
GCN5L2 inh: -6.4%; TDP1 cell CPT: -23.0%; DT40 TDP1 no CPT: inconclusive

What do the screens show for `O=C1CCCC2=C1C(c1cccs1)Nc1ccc3ncccc3c12` (centres undefined)?
GCN5L2 inh: -13.7%; TDP1 cell CPT: 15.8µM*; DT40 TDP1 no CPT: inconclusive

How did CCn1c(SC(C)C(=O)N2CCOCC2)nc2sc(C)c(C)c2c1=O (centres undefined) do in these assays?
GCN5L2 inh: -4.4%; TDP1 cell CPT: 5.9%; DT40 TDP1 no CPT: -3.0%

What do the screens show for `Cc1cccc(-n2nc3c(c2NC(=O)c2ccc4c(c2)OCO4)CS(=O)(=O)C3)c1C`?
GCN5L2 inh: -5.6%; TDP1 cell CPT: -7.7%; DT40 TDP1 no CPT: 20.3%

What do the screens show for `CCC1CCc2nc3sc(C(=O)Nc4ccc(F)c(F)c4)c(N)c3cc2C1` (centres undefined)?
GCN5L2 inh: -4.5%; TDP1 cell CPT: -19.2%; DT40 TDP1 no CPT: -19.8%

Results for CCn1cnc2cc(NCc3ccccc3Cl)ccc21 ?
GCN5L2 inh: -1.7%; TDP1 cell CPT: inconclusive; DT40 TDP1 no CPT: inconclusive

How did Cc1ccc2[nH]c3c(=O)n(CC(=O)N4CCCC(C)C4)ncc3c2c1 (centres undefined) do in these assays?
GCN5L2 inh: 10.7%; TDP1 cell CPT: inconclusive; DT40 TDP1 no CPT: 18.4µM*

How did COc1ccc2c(c1)c1c(c(=O)n(-c3cccc(C)c3)c(=O)n1Cc1cccc(Cl)c1)n2C do in these assays?
GCN5L2 inh: 0.2%; TDP1 cell CPT: 7.31µM*; DT40 TDP1 no CPT: 5.8µM*

Results for CC(=O)Nc1cccc(NC(=O)Nc2ccc(C)c(Cl)c2)c1 ?
GCN5L2 inh: 14.1%; TDP1 cell CPT: -3.2%; DT40 TDP1 no CPT: -22.2%

Results for Cc1ccccc1-c1nc(S(=O)(=O)c2ccc(Cl)cc2)c(NCCN2CCOCC2)o1 ?
GCN5L2 inh: -5.6%; TDP1 cell CPT: inconclusive; DT40 TDP1 no CPT: inconclusive

How did COc1cc(C)cc2oc(=O)c(CC(=O)NCCc3ccc(Cl)cc3)c(C)c12 do in these assays?
GCN5L2 inh: -7.6%; TDP1 cell CPT: -26.6%; DT40 TDP1 no CPT: -26.0%

Results for CCOC(=O)c1cc(-c2ccco2)nc2c1c(C)nn2-c1cccc(Cl)c1 ?
GCN5L2 inh: 26.3%; TDP1 cell CPT: -28.3%; DT40 TDP1 no CPT: inconclusive

How did N#Cc1ccsc1NC(=O)CN1CCN(S(=O)(=O)c2ccccc2C(F)(F)F)CC1 do in these assays?
GCN5L2 inh: -6.6%; TDP1 cell CPT: inconclusive; DT40 TDP1 no CPT: inconclusive

How did Cc1cccc(-n2c(=S)[nH]c3nc4c(cc3c2=O)COC(C)(C)C4)c1 do in these assays?
GCN5L2 inh: -20.1%; TDP1 cell CPT: 5.7%; DT40 TDP1 no CPT: -24.3%

Results for Cc1ccc(NC(=O)CSc2ncccn2)cc1S(=O)(=O)N1CCOCC1 ?
GCN5L2 inh: -1.9%; TDP1 cell CPT: -13.2%; DT40 TDP1 no CPT: -2.5%

Results for Cc1ccc(C(=O)N2CCCc3ccccc32)c(Cl)c1 ?
TDP1 cell CPT: inconclusive; DT40 TDP1 no CPT: inconclusive

Results for CC(NC(=O)CN1C(=O)NC2(CCCC2)C1=O)c1ccc(Cl)cc1Cl (centres undefined) ?
GCN5L2 inh: -5.7%; TDP1 cell CPT: inconclusive; DT40 TDP1 no CPT: inconclusive

How did Cc1c(C(=O)NCCc2cccnc2)cnn1-c1nccc(-c2ccccc2F)n1 do in these assays?
TDP1 cell CPT: inconclusive; DT40 TDP1 no CPT: inconclusive

How did COc1cc(C2C(C#N)=C(N)Oc3cc(C)n(CCN4CCOCC4)c(=O)c32)cc(OC)c1OC (centres undefined) do in these assays?
GCN5L2 inh: -5.5%; TDP1 cell CPT: inconclusive; DT40 TDP1 no CPT: inconclusive

How did O=C(Nc1c(Cl)cc(Cl)cc1C(=O)NCC1CCCO1)c1ccco1 (centres undefined) do in these assays?
GCN5L2 inh: -10.4%; TDP1 cell CPT: 10.3%; DT40 TDP1 no CPT: 0.5%

Results for Cc1cccc(/C=N/NC(=O)CN2CCCCCCC2)c1 ?
GCN5L2 inh: 1.7%; TDP1 cell CPT: -3.2%; DT40 TDP1 no CPT: -13.8%

How did NC(=O)c1c(NC(=O)C2c3ccccc3Oc3ccccc32)sc2c1CCCCC2 do in these assays?
GCN5L2 inh: -13.4%; TDP1 cell CPT: inconclusive; DT40 TDP1 no CPT: inconclusive

What do the screens show for `CCCCNC(=O)C1CCN(S(=O)(=O)c2ccc3c(ccn3CC)c2)CC1`?
GCN5L2 inh: 8.9%; TDP1 cell CPT: inconclusive; DT40 TDP1 no CPT: -19.3%

What do the screens show for `COc1ccccc1C(=O)NC(CCSC)C(=O)NCCCSc1ccccc1` (centres undefined)?
GCN5L2 inh: 1.9%; TDP1 cell CPT: inconclusive; DT40 TDP1 no CPT: inconclusive

Results for COc1cc2c(cc1NC(=O)COC(=O)[C@@H](NC(=O)c1ccccc1F)C(C)C)oc1ccccc12 ?
GCN5L2 inh: -9.7%; TDP1 cell CPT: inconclusive; DT40 TDP1 no CPT: 20.6µM*

What do the screens show for `O=C(N1CCOCC1)N1CCc2ccccc21`?
GCN5L2 inh: -3.8%; TDP1 cell CPT: -12.2%; DT40 TDP1 no CPT: 6.3%

What do the screens show for `C=C(C)Cn1c(N(CCO)Cc2ccccc2)nc2c1c(=O)[nH]c(=O)n2C`?
GCN5L2 inh: 1.1%; TDP1 cell CPT: -27.3%; DT40 TDP1 no CPT: -17.4%

Results for CNS(=O)(=O)c1cccc(C(=O)OCC(=O)Nc2ccc(OC)cc2[N+](=O)[O-])c1 ?
GCN5L2 inh: -2.3%; TDP1 cell CPT: 32.6µM*; DT40 TDP1 no CPT: 6.51µM*

How did Cc1cc(N2CCCCC2)nc2ccc(NC(=O)c3cccc(Cl)c3)cc12 do in these assays?
GCN5L2 inh: -9.6%; TDP1 cell CPT: 23.1µM*; DT40 TDP1 no CPT: 20.6µM*

Results for CCC(C)OC(=O)c1cc(C)nc2c(Br)cc(Br)cc12 (centres undefined) ?
GCN5L2 inh: 0.0%; TDP1 cell CPT: 0.8%; DT40 TDP1 no CPT: -7.1%

What do the screens show for `COc1ccc(C2CC2/C(C)=N/OC(=O)c2ccc(F)cc2)cc1` (centres undefined)?
GCN5L2 inh: -12.7%; TDP1 cell CPT: inconclusive; DT40 TDP1 no CPT: -22.5%

What do the screens show for `CCOC(=O)C1(C)CCCN1C(=O)c1snnc1C` (centres undefined)?
TDP1 cell CPT: 1.9%; DT40 TDP1 no CPT: -4.2%

What do the screens show for `COc1cc(/C=N/n2c(C)n[nH]c2=S)ccc1OCc1ccccc1`?
GCN5L2 inh: -12.2%; TDP1 cell CPT: -11.3%; DT40 TDP1 no CPT: -8.7%

Results for COCCCNC(=S)N1CCN(c2nc(-c3ccccc3)cs2)CC1 ?
GCN5L2 inh: -3.5%; TDP1 cell CPT: 16.4µM*; DT40 TDP1 no CPT: 11.6µM*

Results for O=C(NCCCN1CCN(Cc2ccccc2Cl)CC1)Nc1ccccc1 ?
GCN5L2 inh: -2.5%; TDP1 cell CPT: -21.2%; DT40 TDP1 no CPT: -28.1%

Results for O=C(CCc1nc2ccccc2s1)OCC(=O)N1CCN(C(=O)c2ccco2)CC1 ?
GCN5L2 inh: 1.3%; TDP1 cell CPT: 2.5%; DT40 TDP1 no CPT: -16.4%

What do the screens show for `CCc1ccccc1Nc1nc2ccccc2c2nncn12`?
GCN5L2 inh: -6.0%; TDP1 cell CPT: inconclusive; DT40 TDP1 no CPT: inconclusive

Results for CCCNC(=O)C1CCC(Cn2c(=O)c3sccc3n(Cc3ccccc3F)c2=O)CC1 (centres undefined) ?
GCN5L2 inh: 0.0%; TDP1 cell CPT: 14.6µM*; DT40 TDP1 no CPT: inconclusive
